Compound activity deposited in PubChem BioAssay by several laboratories.
NTR1 agonist = NTR1-driven beta-arrestin-GFP spot formation – imaging, U2OS cells, high content, primary screen (AID 493036); actives 0.17% (n = 330,000); agonist mode; activation, % at 20 µM; P30989;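 active = activation at or above 40% of the spot to cytoplasm intensity ratio, with at least 20 cells analyzed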;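 note: 0% = DMSO without peptide and 100% = 100 nM NTR1 peptide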
Target sequence (P30989 whole entry, looked up): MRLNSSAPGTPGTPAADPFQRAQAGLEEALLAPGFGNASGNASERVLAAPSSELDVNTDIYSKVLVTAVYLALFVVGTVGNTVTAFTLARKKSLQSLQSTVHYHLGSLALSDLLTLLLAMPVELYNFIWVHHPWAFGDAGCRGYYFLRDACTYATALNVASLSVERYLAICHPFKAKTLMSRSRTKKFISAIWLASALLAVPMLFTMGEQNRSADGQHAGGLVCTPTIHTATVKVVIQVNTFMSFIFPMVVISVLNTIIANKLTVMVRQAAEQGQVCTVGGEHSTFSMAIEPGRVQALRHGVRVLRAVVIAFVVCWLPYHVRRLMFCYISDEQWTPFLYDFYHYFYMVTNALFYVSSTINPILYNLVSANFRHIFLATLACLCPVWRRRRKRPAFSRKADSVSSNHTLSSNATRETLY
KOR beta-arrestin-1 = kappa opioid receptor activators – cell-based, luminescence, uHTS, primary screen (AID 1777); one-dose activation, % at 10 µM; EC50 in µM for titrated hits; KOR beta-arrestin recruitment, luminescence; higher % means a stronger effect; actives 0.02% (n = 280,000); in the data active = activation above about 50%, passing the limit was not always enough; note: a part of the inactive calls stands beside numbers as strong as those of hits
GPR55 beta-arrestin = selective activators of receptor GPR55 – imaging, U2OS cells, beta-arrestin-GFP redistribution, primary screen (AID 1961). one-dose activation, % at 10 µM; EC50 in µM for titrated hits. actives 0.048% (n = 290,000). U2OS GPR55 beta-arrestin-GFP redistribution imaging; higher % means a stronger effect;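 active = activation above 40% with more than 50 cells counted in the well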;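 note: U2OS osteosarcoma cells stably expressing GPR55 and beta-arrestin-GFP; plate controls were DMSO negative control for no effect and LPI positive control for full effect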
Myeloid diff MLP = compounds promoting myeloid differentiation | ER-HoxA9 myeloid progenitors, lysozyme-GFP differentiation, flow cytometry | calls only at 10 µM | actives 1% (n = 360,000);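 active = normalized GFP-positive differentiation at or above the plate's own cutoff, the solvent-only control mean plus 3 SD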;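 note: cells exposed to compound for four days before flow analysis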
NOD1 inhibition = inhibition of NOD1-driven NF-kB reporter – cell-based, luminescence, uHTS, primary screen (AID 1578) | NOD1-driven NF-kB luciferase reporter cells, luminescence; higher % means a stronger effect | inhibition, % at 4 µM; hits with a dose series show EC50 in µM | actives 1% (n = 290,000); in the data active = inhibition mostly above about 36%, no sharp cut-off; inactive = mostly below about 34%;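 note: HEK-293T reporter cells stimulated with the NOD1 agonist gamma-tri-DAP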
KOR beta-arrestin-2 = kappa opioid receptor blockers – cell-based, luminescence, uHTS (AID 1778). KOR beta-arrestin recruitment, luminescence, antagonist mode; higher % means a stronger effect. inhibition, % at 10 µM; hits with a dose series show IC50 in µM. actives 0.091% (n = 290,000); note: strong numbers were not always called active
GPR55 LPI antagonism = GPR55 antagonists blocking LPI-driven arrestin recruitment, primary screen, imaging, U2OS, beta-arrestin-GFP, LPI agonist (AID 2013); U2OS GPR55 beta-arrestin-GFP translocation imaging, LPI antagonism; higher % means a stronger effect; actives 0.13% (n = 290,000); one-dose inhibition, % at 10 µM; IC50 in µM for titrated hits;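 active = spots per cell inhibited over 60%, with over 100 cells counted and total cytoplasm intensity under 500,000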;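 note: U2OS cells stably carrying GPR55 and arrestin-GFP stimulated by 5 µM LPI near EC80; imaged beta-arrestin-GFP aggregate spots per cell after agonist stimulation; plate controls were LPI-stimulated DMSO wells for no effect and DMSO wells without LPI for full effect; some results filed as inactive read as strong as hits; confirmed hits need IC50 under 10 µM and bright autofluorescent wells are also inconclusive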
NOD2 inhibition = inhibition of NOD2-driven NF-kB reporter – cell-based, luminescence, uHTS, HEK293 (AID 1566); HEK293 NOD2/NF-kB luciferase reporter, luminescence; higher % means a stronger effect; inhibition, % at 4 µM, or EC50 in µM where a hit was titrated; actives 0.63% (n = 290,000); note: many of its hits are not listed in these tables
T cell modulator = T cell immune modulators affecting CD8 T cell-vesicle binding | actives 0.068% (n = 330,000) | calls only at 7 µM | 2C CD8+ T cell-vesicle binding, flow cytometry; stronger effect = lower value;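 active = response, share of CD8 T cells binding vesicles, and their 90th percentile fluorescence all below set limits, cut at about 80% in these data, passing the limit was not always enough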
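Also added: QL9-peptide-loaded Drosophila micro-vesicles bearing Ld, ICAM-1 and B7-1; Test system: purified 2C TCR transgenic mouse naive CD8+ T cells; Measured by: cytometric PE anti-B7-1 and Alexa647 anti-CD8 signals after 1% paraformaldehyde fixation; Timing: binding step 1.5 h, 37 °C, antibody labelling 20 min, ice.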
T cell modulator vesicle-bound % = further read-out of T cell modulator, marked with its call; double positive events, %; measured here: CD8+ vesicle-bound cell fraction;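 binding gate set so that unloaded-vesicle control wells show 10% double positive cells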
NTR1 agonist cell count 20 µM = second read-out of NTR1 agonist, no call of its own (marks repeat the call); cell count; measured here: cell count, cytotoxicity flag
Myeloid diff MLP GFP+ MAC1+ % = further read-out of Myeloid diff MLP, marked with its call; GFP+ MAC1+ double positive, %; measured here: differentiation confirmed by MAC1 staining
* hit, by the source's call; i = inactive; · = no result given; + = active, no number; [ ] = dose if it differs, or a comment. Cut-off read from the data, not from the text of the source, unless noted: active = inhibition above about 50%; inactive = the rest. Some of the compounds tested. The share of hits here may be higher or lower than overall.

Below each SMILES – NTR1 agonist | NTR1 agonist cell count 20 µM | KOR beta-arrestin-1 | GPR55 beta-arrestin | Myeloid diff MLP | Myeloid diff MLP GFP+ MAC1+ % | NOD1 inhibition | KOR beta-arrestin-2 | GPR55 LPI antagonism | NOD2 inhibition | T cell modulator | T cell modulator vesicle-bound %
#1 Cc1ccc(-c2[nH]ncc2CNCCc2cnn(-c3ccccc3)c2)cc1C
→ 4.8 | 55 | -1.7% | 0.5% | i | 0.3 | -6% | -26% | 8% | 14% | i | 37
#2 CCCn1c2ccccc2c2cnn(CC(=O)NCCCN3CCCC(C)C3)c(=O)c21 (configuration not stated)
→ -0.3 | 61 | 3.8% | 0.0% | i | 0.0 | -18% | -6% | 15% | 10% | i | 28
#3 O=C(NC1CCCC1)C(c1ccc(Cl)cc1)N1CCOCC1 (configuration not stated)
→ -1.5 | 95 | -3.3% | 0.1% | i | 2.6 | -14% | 20% | -2% | 1% | i | 36
#4 O=C(CSc1nc2[nH]ncc2c(=O)[nH]1)c1ccc(Cl)cc1
→ -1.5 | 82 | -3.5% | -0.1% | · | · | -20% | -19% | -5% | 10% | i | 59
#5 Nc1cccc(NC(=O)c2ccco2)c1
→ 0.6 | 66 | -1.9% | -0.1% | i | 0.4 | -6% | -24%[20 µM] | -12% | 10% | i | 33
#6 COc1cc(/C=N/N2CCN(C3c4ccccc4-c4ccccc43)CC2)cc(OC)c1OC
→ 3.1 | 34 | -3.3% | -0.1% | i | 0.8 | -2% | 7% | -2% | 10% | i | 39
#7 Fc1cccc(-n2ncc(-c3nnnn3-c3ccccc3)c2C(F)(F)F)c1
→ 0.8 | 85 | 11% | -0.1% | i | 1.0 | -13% | 9% | 6% | 1% | i | 42
#8 COc1cc([N+](=O)[O-])cc(/C=N/NC(=O)Cn2nc(C)cc2C)c1O
→ -1.4 | 59 | 0.9% | -0.2% | i | 0.3 | -6% | 26% | -27% | -7% | i | 29
#9 COc1ccc(C(=O)CSc2nnc(-c3cccnc3)n2Cc2ccco2)cc1
→ 4.5 | 67 | -3.5% | 0.3% | i | 1.0 | 18% | 10% | 1% | 17% | i | 56
#10 C=C(C)Cn1c(CCCNC(=O)C(C)(C)C)nc2ccccc21
→ -0.4 | 79 | 1.6% | -0.3% | i | 0.0 | -17% | -40% | -8% | 10% | i | 15
#11 Cc1nnsc1C(=O)NC(C)c1ccccc1 (configuration not stated)
→ 1.1 | 57 | 0.6% | -1.0% | i | 0.1 | -24% | -14% | 12% | 3% | i | 21
#12 COCc1nnc(NC(=O)c2sc3ccccc3c2Cl)s1
→ -1.1 | 81 | 5.6% | -0.2% | i | 0.7 | -35% | 23% | -6% | -62% | i | 44
#13 COCCNCC1C(Oc2ccc(Cl)cc2)C(=O)N1c1ccccc1C (configuration not stated)
→ 0.6 | 84 | -2.9% | 0.4% | i | 0.2 | -26% | -14% | 10% | -11% | i | 46
#14 CC(NC(N)=O)C(=O)Nc1ccc(Cl)c(S(=O)(=O)Nc2ccc(Br)cc2)c1 (configuration not stated)
→ -0.1 | 77 | 1.1% | -0.3% | i | 0.1 | -10% | -16% | 6% | -2% | i | 32
#15 O=C(Nc1nnc(CCN2CCCCC2)s1)c1ccc(Br)cc1
→ 1.5 | 64 | -3.6% | 1.2% | i | 0.3 | -41% | 28% | 10% | 1% | i | 32
#16 Cc1onc(-c2ccccc2)c1C(=O)N1CCN(S(=O)(=O)c2ccccc2C(F)(F)F)CC1
→ 3.2 | 60 | -3.0% | -0.2% | i | 0.4 | -17% | -4% | -1% | 1% | i | 35
#17 COc1ccc(CNc2nnnn2C)c(OC)c1
→ -0.2 | 50 | 2.0% | -0.1% | · | · | -14% | 2% | 11% | 2% | i | 13
#18 CCCC(=O)C1=C(SCC)CC(C)(C)C(C(=O)OC)C1=O (configuration not stated)
→ 0.4 | 58 | -5.7% | -0.1% | i | 0.5 | -19% | 20% | 13% | 16% | i | 39
#19 CCN(Cc1ccccc1)S(=O)(=O)c1csc(C(N)=O)c1
→ -1.6 | 65 | 0.8% | -0.4% | i | 1.9 | -33% | -4% | 1% | 4% | i | 33
#20 COCC(=O)Nc1cc(OC)cc(OC)c1
→ -0.2 | 62 | 1.4% | 0.0% | i | 1.2 | -15% | -44% | 9% | 15% | i | 35

Single values from the entries so far.
cpd 13 – NTR1 agonist = 0.6
cpd 9 – Myeloid diff MLP GFP+ MAC1+ % = 1.0
cpd 8 – T cell modulator vesicle-bound % = 29
cpd 6 – NTR1 agonist cell count 20 µM = 34
cpd 1 – GPR55 beta-arrestin = 0.5%
cpd 12 – Myeloid diff MLP GFP+ MAC1+ % = 0.7

Additional results follow:
Below each SMILES – NTR1 agonist | NTR1 agonist cell count 20 µM | KOR beta-arrestin-1 | GPR55 beta-arrestin | Myeloid diff MLP | Myeloid diff MLP GFP+ MAC1+ % | NOD1 inhibition | KOR beta-arrestin-2 | GPR55 LPI antagonism | NOD2 inhibition | T cell modulator | T cell modulator vesicle-bound %
#21 C/C(=N\OC(=O)c1c(-c2ccccc2Cl)noc1C)c1nccs1
→ 2.1 | 56 | -2.8% | 0.1% | i | 0.6 | -20% | 13% | -3% | 18% | i | 49
#22 O=C(c1cc2ccccc2o1)N(C1CC1)C1(C(=O)Nc2ccccc2)CCCC1
→ 4.5 | 42 | -3.7% | -0.4% | i | 0.5 | -2% | 22% | -7% | 16% | i | 38
#23 O=C(CCC(=O)N(CC(=O)NC1CCCCC1)CC1CCCO1)Nc1nccs1 (configuration not stated)
→ 1.3 | 30 | · | -0.1% | i | 0.1 | -27% | -29%[20 µM] | -2% | 2% | i | 17
#24 O=C(Nc1ccc(F)cc1)N1CCN(c2ccc(F)cc2)CC1
→ -0.5 | 46 | -1.4% | -0.1% | i | 0.4 | -40% | -17% | 9% | 8% | i | 20
#25 CCOc1ccc(Cn2nnc(C(=O)Nc3ccc(OC)cc3OC)c2N)cc1
→ 3.2 | 48 | 13% | -0.3% | + | 12* | -20% | -116% | 9% | 10% | i | 31
#26 Cc1c(C(=O)N2CCCCC2)c(S(=O)(=O)NCc2ccc(N(C)C)cc2)c(C)n1C
→ 1.2 | 70 | -2.3% | 0.1% | i | 7.9 | -20% | -1% | 13% | 4% | i | 14
#27 Fc1cccc(Oc2nc3ccccc3n3cccc23)c1
→ 6.2 | 51 | -2.9% | -0.3% | i | 0.7 | -13% | -17% | -4% | 13% | i | 57
#28 CCOc1ccc(C2C=C(c3ccccc3)Nc3nnnn32)cc1 (configuration not stated)
→ 2.4 | 73 | -2.1% | 0.7% | i | 1.1 | -63% | 11% | -5% | -24% | i | 36
#29 COc1ccc(NC(=O)/C=C/c2cc(OC)c(OC)c(OC)c2)cn1
→ -0.5 | 46 | -5.5% | 0.2% | i | 0.4 | -15% | -1% | 9% | 11% | i | 48
#30 Cc1nnc(Oc2ccccc2F)c2ccccc12
→ 0.1 | 77 | -2.4% | 0.0% | i | 0.4 | -54% | -9% | 12% | -24% | i | 61
#31 O=C1NC(=O)C(Nc2cccc3ccccc23)S1 (configuration not stated)
→ 1.3 | 36 | 0.0% | -0.1% | · | · | -33% | -9% | 0% | 9% | i | 46
#32 O=C(CS(=O)(=O)c1ccccc1)NCc1ccco1
→ 0.0 | 68 | · | -0.1% | i | 0.4 | -30% | -11%[20 µM] | 2% | -2% | i | 34
#33 CCOCc1cc(=O)[nH]c(SC)n1
→ 0.5 | 89 | 5.2% | -0.1% | i | 0.3 | -14% | -2% | 14% | 8% | · | ·
#34 COc1ccc(N2C(=O)CC(n3c(CCCCO)nc4ccccc43)C2=O)cc1 (configuration not stated)
→ -1.0 | 70 | · | -0.1% | i | 0.5 | 5% | · | -1% | 7% | i | 32
#35 CN1C2CCC1CC(N(CCc1ccccc1)C(=O)c1ccc(Cl)cc1)C2 (configuration not stated)
→ 0.9 | 64 | -4.7% | 0.0% | i | 0.9 | -5% | -3% | 0% | 20% | i | 25
#36 Cc1cnc(NC(=O)[C@H](C)N2C(=O)C3CCCCC3C2=O)s1 (some centres not stated)
→ 0.1 | 45 | -3.8% | 0.2% | i | 0.7 | -21% | 12% | 4% | 9% | i | 48
#37 CS(=O)(=O)N1N=C(c2cccs2)CC1c1ccccc1F (configuration not stated)
→ -0.5 | 51 | -5.3% | 0.2% | i | 0.5 | -48% | -15% | -4% | 0% | i | 48
#38 N=c1n(CCO)c2ccccc2n1CCN1CCCCC1
→ -0.6 | 72 | · | 0.0% | i | 0.4 | 7% | · | -3% | -13% | i | 14
#39 CN(C)C(=O)CSc1nnc(-c2ccc(F)cc2)c2ccccc12
→ 2.4 | 62 | -3.3% | 0.3% | i | 0.7 | -9% | 16% | 10% | 11% | i | 49
#40 COc1ccccc1Nc1ncccc1C(=O)NCc1ccccc1
→ 3.0 | 58 | 9.5% | -0.1% | i | 1.0 | -22% | -27% | -8% | -11% | i | 49
#41 C=CCC(C)(NCc1ccccc1)c1ccco1 (configuration not stated)
→ -0.1 | 71 | -2.0% | 0.2% | i | 0.8 | -49% | 16% | 15% | 8% | i | 33

Part of the list above in another layout.
26	Cc1c(C(=O)N2CCCCC2)c(S(=O)(=O)NCc2ccc(N(C)C)cc2)c(C)n1C
27	Fc1cccc(Oc2nc3ccccc3n3cccc23)c1
28	CCOc1ccc(C2C=C(c3ccccc3)Nc3nnnn32)cc1 (configuration not stated)
29	COc1ccc(NC(=O)/C=C/c2cc(OC)c(OC)c(OC)c2)cn1
30	Cc1nnc(Oc2ccccc2F)c2ccccc12
31	O=C1NC(=O)C(Nc2cccc3ccccc23)S1 (configuration not stated)

Assay by compound	26	27	28	29	30	31
NTR1 agonist	1.2	6.2	2.4	-0.5	0.1	1.3
NTR1 agonist cell count 20 µM	70	51	73	46	77	36
KOR beta-arrestin-1	-2.3%	-2.9%	-2.1%	-5.5%	-2.4%	0.0%
GPR55 beta-arrestin	0.1%	-0.3%	0.7%	0.2%	0.0%	-0.1%
Myeloid diff MLP	i	i	i	i	i	·
Myeloid diff MLP GFP+ MAC1+ %	7.9	0.7	1.1	0.4	0.4	·
NOD1 inhibition	-20%	-13%	-63%	-15%	-54%	-33%
KOR beta-arrestin-2	-1%	-17%	11%	-1%	-9%	-9%
GPR55 LPI antagonism	13%	-4%	-5%	9%	12%	0%
NOD2 inhibition	4%	13%	-24%	11%	-24%	9%
T cell modulator	i	i	i	i	i	i
T cell modulator vesicle-bound %	14	57	36	48	61	46
